# KCNH2 3.1 block – KCNH2 3.1 (human) potassium channel inhibition | activity change, % (tested at about 1.8 µM) | U2OS KCNH2 3.1, thallium flux FluxOr; stronger effect = lower value | hit rate 0.95% among 340,000 | AID 720553;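 active means maximum activity change below -70%; inconclusive means maximum activity change from -70% to -50%; inactive means maximum activity change above -50%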;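 further: thallium influx rate constant from kinetic fluorescence after stimulation buffer; on the % scale 0 is the no-effect control and ±100 the full control effect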
#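 Steps: virus added to U2OS suspension (4 h, RT, dark); medium with 10% FBS added, cells plated, 37 C overnight; FluxOr/Red40 loading buffer 45 min RT; stimulation buffer, 2 min kinetic read; rate constant normalized.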
# GALK inh – galactokinase (human) inhibition | P51570 | Potency, µM (highest dose often 57.5 µM), for the others: at the highest dose activity change, negative = inhibition, most hits filed as inhibitors | hit rate 0.007% among 270,000 | Purified GALK, Kinase-Glo residual ATP luminescence | AID 1868; further: potency means the concentration at half of the fitted maximal effect; on the % scale 0 is the no-effect control and ±100 the full control effect
#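 GALK at 5 nM final was combined with compound, 35 uM ATP and 100 uM galactose in HEPES pH8.0 with MgCl2 and DTT. The reaction ran one hour at room temperature before luminescent ATP detection.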
# MLL CXXC-DNA inh – MLL CXXC-DNA interaction inhibition | MLL-CXXC / FITC-HOXA9 DNA fluorescence polarization | AID 2662 | Potency, µM (highest dose often 115 µM), without a hit: at the top dose activity change, negative = inhibition, most hits filed as inhibitors | hit rate 0.037% among 290,000 | Q03164; active means well fitted inhibition curve with a large enough effect in the polarisation, with a control signal flat, not every such curve was filed as active; inconclusive means small, poorly fitted or top-dose-only effect, or effect the other way, or a change in a side signal; inactive means no such curve, though single readings can be large or run the other way; the % refers to the polarisation; further: potency means the concentration at half of the fitted maximal effect
#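 Fluorescence polarization: 7 uM MLL-CXXC (stock) preincubated 5 min with compounds, then 50 nM fluorescein-HOX-A9 DNA (stock) added; 30 min ambient. Buffer 50 mM Tris-HCl pH 7.5, 50 mM NaCl, 1 mM DTT, 0.05% BSA.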
# Giardia kill – Giardia lamblia killing. Giardia lamblia trophozoite viability. activity change, % at 7.66 µM, hits read low. hit rate 0.15% among 340,000. AID 540267; in the data active means activity change below about -80%; inconclusive means between about -30% and that limit;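 further: parasites exposed to compound for two days anaerobically before the ATP read; on the % scale 0 is the no-effect control and ±100 the full control effect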
#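 Viability, read as ATP luminescence: trophozoites at 100 cells/well, compound added, 48 hrs anaerobic at 37 deg C, then 15-30 min room-temperature development before reading.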
# TRPV1 ag – human TRPV1 agonism; Q8NER1; TRPV1-expressing cells, Fluo-8 calcium influx, agonist mode; activation, % at 8.33 µM; hit rate 0.19% among 320,000; in the data active means activation above about 80%; inconclusive means between about 30% and that limit; further: 0% is about no effect
#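 TRPV1-expressing cells were cultured overnight at 35.5C and loaded with Fluo-8 calcium dye for 40 to 90 min at room temperature. After a 10 s baseline, compound was added and calcium influx was read kinetically for 3 min (ex 480/em 520 nm).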
# KCNH2 WT inh – blocks the wildtype human KCNH2 potassium channel; activity change, % at 1.84 µM; U2OS, BacMam KCNH2, thallium flux FluxOr; stronger effect = lower value; hit rate 0.37% among 340,000; Q12809;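 active means maximum activity change below -70%; inconclusive means maximum activity change between -70% and -50%; inactive means maximum activity change above -50%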; further: on the % scale 0 is the no-effect control and ±100 the full control effect
#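 U2OS cells were transduced with wild-type KCNH2 virus (2.03 x 10^8 / mL) for 4 h at room temperature, then cultured overnight at 37 C. Thallium flux was read with FluxOr dye. Rate constants were normalized to DMSO controls.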
# Menin MLL FP TR – displaces Texas Red mutant MLL peptide from human menin; O00255; Menin + Texas Red MLL mutant peptide, fluorescence polarization; Potency, µM (series often up to 61.6 µM), for inactives: top-dose FP activity change, negative = inhibition, most hits filed as inhibitors; hit rate 0.23% among 270,000; active means well fitted inhibition curve with a large enough effect in the polarisation, with a control signal flat, not every such curve was filed as active; inconclusive means small, poorly fitted or top-dose-only effect, or effect the other way, or a change in a side signal; inactive means no such curve, though single readings can be large or run the other way; the % refers to the polarisation; further: potency means the concentration at half of the fitted maximal effect; % of control where 0% means no effect; many of its hits are not listed in these tables
# Target sequence (O00255 whole entry, looked up): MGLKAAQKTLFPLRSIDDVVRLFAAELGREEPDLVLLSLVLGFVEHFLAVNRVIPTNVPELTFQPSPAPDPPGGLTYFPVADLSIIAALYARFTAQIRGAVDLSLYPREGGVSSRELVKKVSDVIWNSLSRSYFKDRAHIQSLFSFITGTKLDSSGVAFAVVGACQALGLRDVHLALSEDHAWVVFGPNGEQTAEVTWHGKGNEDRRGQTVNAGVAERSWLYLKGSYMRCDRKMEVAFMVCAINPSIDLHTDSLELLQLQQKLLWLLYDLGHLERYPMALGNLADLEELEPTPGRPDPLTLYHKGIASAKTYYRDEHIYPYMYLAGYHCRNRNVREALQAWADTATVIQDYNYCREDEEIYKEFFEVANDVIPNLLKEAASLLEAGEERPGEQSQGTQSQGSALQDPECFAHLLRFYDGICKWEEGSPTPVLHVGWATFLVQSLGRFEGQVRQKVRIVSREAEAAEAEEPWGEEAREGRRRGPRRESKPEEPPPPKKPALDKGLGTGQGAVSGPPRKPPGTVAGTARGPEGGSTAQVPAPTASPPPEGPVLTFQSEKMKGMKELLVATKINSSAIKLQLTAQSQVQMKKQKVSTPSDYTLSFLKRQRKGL
# FBPA coupling cs – coupling enzyme interference in Giardia aldolase counter-screen | hit rate 0.67% among 290,000 | activity change, negative = inhibition, % at 58.2 µM, hits read low | AID 2472 | coupling enzyme system counterscreen, AmpLite Red fluorescence; in the data active means activity change below about -30%; further: on the % scale 0 is the no-effect control and ±100 the full control effect
#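 Compounds tested against the coupling enzymes alone at 57.5 uM final; readout was AmpLite Red fluorescence (525/598 nm) after 20 min at RT.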
# USP2a inh – USP2a (human) protease inhibition; O75604; USP2 core, Ub-CHOP2 coupled fluorogenic reporter, 485/531; Potency, µM (top dose mostly 38.3 µM), for inactives: at the highest dose activity change, negative = inhibition, usual class: inhibitors; hit rate 0.01% among 330,000; AID 463254;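 further: potency means the concentration at half of the fitted maximal effect; plate controls were DMSO wells for no effect and full inhibition by NEM control for full effect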
#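 Cell-free coupled assay: 10nM USP2 core preincubated 30min RT with compound in Tris-HCl pH 8.0/CaCl2/CHAPS buffer, then 25nM Ub-CHOP2 and 25nM reporter substrate; fluorescence (Ex 485/Em 531) read after 60min RT, normalized to NEM inhibition, concentration-response curves fitted.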
# PKM2 act – PKM2 (human) enzyme activation. P14618. purified PKM2, Kinase-Glo ATP luminescence, activation; response scale: 0% is enzyme alone, no compound. Potency, µM (doses to about 57.5 µM), inactives show at the top dose activation, actives largely listed as activators. hit rate 0.34% among 260,000. AID 1631; further: potency means the concentration at half of the fitted maximal effect; on the % scale 0 is the no-effect control and ±100 the full control effect; nearly all actives have a fitted effect of over 55% in size
#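 hPK-M2, >95% pure; 0.1 mM ADP / 0.5 mM PEP final; imidazole pH7.2 buffer w/ 7 mM MgCl2, 50 mM KCl; 1 h RT; Kinase-Glo lum. Intermediate enzyme activity for dual inhibitor/activator qHTS.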
# B2AR arrestin – agonists driving beta-arrestin recruitment to human beta2-adrenergic receptor; Potency, µM (titrated, usually from 46.1 µM), inactives show at the highest dose activation, usual class: activators; hit rate 0.02% among 330,000; P07550; AID 492947; beta-arrestin recruitment to beta2AR, cell-based reporter;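 further: potency means the concentration at half of the fitted maximal effect; 0% = DMSO controls and full agonism = EC100 isoproterenol or metaproterenol; nearly all actives have a fitted effect of over 65% in size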
# Target sequence (P07550 whole entry, looked up): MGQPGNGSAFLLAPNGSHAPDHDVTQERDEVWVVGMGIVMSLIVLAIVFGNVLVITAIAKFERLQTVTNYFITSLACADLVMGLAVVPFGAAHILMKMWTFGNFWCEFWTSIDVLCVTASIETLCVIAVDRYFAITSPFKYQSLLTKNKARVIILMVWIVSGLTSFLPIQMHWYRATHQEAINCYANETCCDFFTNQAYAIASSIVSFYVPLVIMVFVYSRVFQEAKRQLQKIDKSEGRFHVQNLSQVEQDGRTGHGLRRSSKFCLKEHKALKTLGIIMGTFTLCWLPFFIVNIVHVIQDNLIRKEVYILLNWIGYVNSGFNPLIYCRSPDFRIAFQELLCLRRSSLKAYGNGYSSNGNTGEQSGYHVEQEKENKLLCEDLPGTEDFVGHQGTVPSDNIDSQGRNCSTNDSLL
# Active calls of the source: *; i = inactive; ? = inconclusive; / = not tested or not shown; [ ] = remark or other dose. Unless noted, the call rests on the fitted dose curve; in most records, active means well fitted curve in the direction sought with a large enough effect; inconclusive means small, poorly fitted or top-dose-only effect, or another doubt; inactive means no such curve, though single readings can be large; an effect the other way counts as inactive or inconclusive. An excerpt; count on the stated rates, not on these rows.
SMILES,KCNH2 3.1 block,GALK inh,MLL CXXC-DNA inh,Giardia kill,TRPV1 ag,KCNH2 WT inh,Menin MLL FP TR,FBPA coupling cs,USP2a inh,PKM2 act,B2AR arrestin
CN(C)c1ccc(C(CNS(=O)(=O)c2ccc3ccccc3c2)N2CCOCC2)cc1 (stereo not given),4,/,/,18,8,-2,/,/,0%,/,-0.9%
Cc1ccnc(NS(=O)(=O)c2ccc(NC(=O)c3cc(-c4ccc(Br)cc4)nc4ccccc34)cc2)n1,-1,-2%,4%,13,4,-2,?,2,-18%,-2%,-0.1%
CCOc1ccc(NC(=S)NC(C)C(c2ccccc2)N2CCN(C)CC2)cc1 (stereo not given),5,1%,1%,11,7,30,-1%,-1,2%,1%,-0.1%
CC(=O)Nc1ccc(S(=O)(=O)NC(CC(=O)NCCCN2CCOCC2)C(C)C)cc1 (stereo not given),/,-2%,-3%,-6,/,3,/,-2,3%,1%,-0.6%
O=C(COC(=O)c1ccc(S(=O)(=O)N2CCCCC2)cc1)NCc1ccc(F)cc1,-18,/,/,-14,?,11,/,/,2%,/,-0.1%
O=C1NC(c2ccccc2)(C(F)(F)F)SC2=NCCCN12 (stereo not given),-22,0%,6%,7,-4,-13,0%,0,1%,6%,-0.1%
O=C(Nc1ccc2c(c1)C(=O)NC2=O)c1cccc(Cl)c1,4,/,30%,4,10,4,-11%,0,0%,-1%,0.5%
N/C(=N\OS(=O)(=O)c1ccc2ccccc2c1)c1ccncc1,/,-1%,-6%,11,0,-10,0%,-1,0%,-1%,0.1%
CCc1ccc(-c2nc(CN3CCC(C(=O)N4CCN(c5ccccn5)CC4)CC3)c(C)o2)cc1,-48,2%,4%,-8,-2,-27,?,0,-1%,3%,0.6%
CCOc1ncccc1C(=O)OCC(=O)NC1CC1,15,-7%,-1%,18,-1,i,-5%,0,-1%,0%,0.1%
Cc1csc(NC(=O)C(CC(C)C)NS(=O)(=O)c2ccc3c(c2)oc(=O)n3C)n1 (stereo not given),-32,1%,4%,10,4,10,1%,1,1%,3%,-0.1%
CN(C)C/C=C/C(O)(c1ccccc1)c1ccccc1,0,0%,0%,26,2,16,/,-1,4%,-1%,-0.4%
O=C(N/N=C/c1ccc(C(=O)O)cc1)C1=NNC(c2ccccc2)(c2ccccc2)C1,0,-1%,2%,-25,9,/,7%,1,10%,2%,0.0%
N#CC(=C=[N-])/C=C(\C(=O)c1ccccc1)[n+]1ccccc1,1,-4%,2%,-7,/,1,/,5,0%,3%,-0.6%
Cc1cc2c(cc1S(=O)(=O)Nc1ccc(F)cc1)n(C)c(=O)c(=O)n2C,2,/,/,10,-2,0,-1%,3,2%,2.5µM*,0.5%
CCOC(=O)N1CCC(C(N)=O)CC1,-4,0%,-4%,-5,-2,-4,-5%,1,6%,4%,0.1%
COC(=O)Cc1c[nH]c2cccc(OCC(O)CN(Cc3ccc([N+](=O)[O-])cc3)C(C)(C)C)c12 (stereo not given),-20,3%,-2%,2,-1,13,21%,-1,-14%,-12%,-0.7%
CC1(C)CC(=O)C2=C(C1)Nc1cc(Cl)ccc1S2,7,3%,-6%,-3,?,-32,/,-10,6%,0%,-0.6%
COc1ccc(N(C(=O)c2ccco2)C(C(=O)NC2CCCC2)c2cccs2)cc1 (stereo not given),-9,-3%,-3%,1,8,-2,?,10,1%,-3%,0.1%
Cc1sc(NC(=O)CN2CCCC2)nc1-c1ccc2c(c1)CCN2C(=O)c1cccc(F)c1,-3,-1%,46%[activator],-8,0,4,?,-1,2%,3%,-0.7%
Cc1cc(C)c(OCCCCN(C)Cc2ccccc2)c(C)c1,-27,4%,0%,24,13,24,?,0,4%,1%,-0.3%
O=C(NC(NC1CCS(=O)(=O)C1)C(Cl)(Cl)Cl)c1cccc(Cl)c1 (stereo not given),13,-2%,6%,16,0,-2,1%,4,-1%,6%,0.2%
CN1/C(=C\C(=O)CSc2nnc(NCc3ccccc3)s2)C(C)(C)c2ccccc21,-15,1%,1%,15,0,9,-3%,6,-2%,5%,0.3%
O=C(CCn1c(=S)[nH]c2cc3c(cc2c1=O)OCO3)N1CCc2ccccc2C1,/,1%,-12%,/,6,/,1%,-2,2%,2%,0.2%
CCN(CC)CCCN=Cc1c(-c2ccccc2)[nH]n(-c2nc3ccccc3s2)c1=O,-47,4%,-6%,-14,0,-17,/,8,1%,-10%,4.0%
CCN1C(=O)[C@H]2[C@@H](c3ccc(-c4ccc5c(c4)OCO5)cc3)N[C@@](Cc3ccccc3)(C(=O)OC)[C@H]2C1=O,6,/,/,36[activator],/,-27,/,/,0%,/,-0.4%
Cc1nn(-c2ccc(Cl)cc2)c(=O)c2ccccc12,-12,1%,-1%,2,-5,/,-3%,0,-5%,1%,0.2%
COc1cc(NC(=O)C(c2ccccc2)c2ccccc2)c(C(=O)O)cc1OC,2,0%,-20%,5,2,-5,?,3,1%,0%,-0.6%
Oc1c(C(c2ccccn2)N2CCCCC2)cc(Cl)c2cccnc12 (stereo not given),10,0%,28%,3,5,-3,-12%,-11,5%,3%,?
C/C(N)=C(/C#N)C(=O)COC(=O)COc1ccc(Cl)cc1C,1,0%,7%,16,13,-2,3%,-1,4%,-8%,-0.2%
COC(=O)c1ccc(COc2ccccc2/C=C(\C#N)C(=O)Nc2ccccc2C)cc1,2,5%,15%,-17,4,25,-2%,-1,0%,-5%,0.2%
COc1ccc(-c2cccc([C@H]3[C@@H]4C=CC[C@@H](C)[C@@H]4C(=O)N3Cc3ccccc3)c2)cc1,0,/,/,-14,/,-10,?,-1,1%,/,-0.3%
Cc1ccc(-c2cnc3cc(C)nn3c2)cc1,18,2%,3%,?,?,3,-15%,0,1%,-10%,0.1%
CCOc1ccc(NS(=O)(=O)c2cc(C(=O)N3CCN(C(C)=O)CC3)ccc2Cl)cc1,-6,5%,-12%,2,-4,-11,/,/,-2%,-8%,-0.4%
Cc1cc(C(=O)CN2CCCC2)c(C)n1-c1ccc(Cl)cc1,1,-2%,8%,7,-1,-10,-13%,1,0%,4%,0.0%
CCN(CC)c1ccc(C2CC(=O)NC3=C2C(=O)CC(C)(C)C3)cc1 (stereo not given),0,5%,-4%,0,17,-5,-15%,1,2%,-1%,-0.2%

# In another format: nine of the compounds above.
SMILES	KCNH2 3.1 block	GALK inh	MLL CXXC-DNA inh	Giardia kill	TRPV1 ag	KCNH2 WT inh	Menin MLL FP TR	FBPA coupling cs	USP2a inh	PKM2 act	B2AR arrestin
CN(C)c1ccc(C(CNS(=O)(=O)c2ccc3ccccc3c2)N2CCOCC2)cc1 (stereo not given)	4	/	/	18	8	-2	/	/	0%	/	-0.9%
Cc1ccnc(NS(=O)(=O)c2ccc(NC(=O)c3cc(-c4ccc(Br)cc4)nc4ccccc34)cc2)n1	-1	-2%	4%	13	4	-2	?	2	-18%	-2%	-0.1%
CCOc1ccc(NC(=S)NC(C)C(c2ccccc2)N2CCN(C)CC2)cc1 (stereo not given)	5	1%	1%	11	7	30	-1%	-1	2%	1%	-0.1%
CC(=O)Nc1ccc(S(=O)(=O)NC(CC(=O)NCCCN2CCOCC2)C(C)C)cc1 (stereo not given)	/	-2%	-3%	-6	/	3	/	-2	3%	1%	-0.6%
O=C(COC(=O)c1ccc(S(=O)(=O)N2CCCCC2)cc1)NCc1ccc(F)cc1	-18	/	/	-14	?	11	/	/	2%	/	-0.1%
O=C1NC(c2ccccc2)(C(F)(F)F)SC2=NCCCN12 (stereo not given)	-22	0%	6%	7	-4	-13	0%	0	1%	6%	-0.1%
O=C(Nc1ccc2c(c1)C(=O)NC2=O)c1cccc(Cl)c1	4	/	30%	4	10	4	-11%	0	0%	-1%	0.5%
N/C(=N\OS(=O)(=O)c1ccc2ccccc2c1)c1ccncc1	/	-1%	-6%	11	0	-10	0%	-1	0%	-1%	0.1%
CCc1ccc(-c2nc(CN3CCC(C(=O)N4CCN(c5ccccn5)CC4)CC3)c(C)o2)cc1	-48	2%	4%	-8	-2	-27	?	0	-1%	3%	0.6%
